Compound activity from PubChem BioAssay.
GLP-1R inv ag: acts as inverse agonist at human GLP-1 receptor | P43220 | HEK293 GLP-1R CRE-luciferase, luminescence, 24 h; GLP-1R form is constitutively active | Potency, µM (doses to about 38.3 µM), for the others: at the highest dose activity change, negative = inhibition, most hits filed as inhibitors | hit rate 1.6% among 410,000 | AID 624417; also: potency is read from the fitted curve at half-maximal effect; % is scaled to controls: 0 for no effect and ±100 for the full control effect; nearly all actives have a fitted effect of over 55% in size
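HEK293 cells stably co-expressing a cAMP-responsive luciferase reporter and constitutively active GLP-1R were seeded, incubated 12 h, then exposed to compounds for 24 h at 37 C. Luminescence was read 12 min after detection reagent; inverse agonists lower signal.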
GLP1R ag: activates the human GLP-1 receptor; HEK293 GLP-1R CRE-luciferase, luminescence, 4-6 h; cells express a hypersensitive GLP-1R form; Potency, µM (doses to about 45.6 µM), for inactives: at the top dose activation, hits mostly activators; hit rate 0.007% among 380,000; AID 624172; also: potency is read from the fitted curve at half-maximal effect; % of control where 0% means no effect
KB-V1 cytotox: kills drug-selected multidrug resistant KB-V1 cells; KB-V1 MDR cells viability, CellTiter-Glo, 72 h; Potency, µM (titrated, usually from 46.1 µM), inactives show at the highest dose activity change, negative = cytotoxicity, actives largely listed as cytotoxic; hit rate 3.4% among 400,000; also: potency is read from the fitted curve at half-maximal effect; % is scaled to controls: 0 for no effect and ±100 for the full control effect; nearly all actives have a fitted effect of over 60% in size
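KB-V1 MDR subline cells in DMEM (phenol-red free, 10% FBS) exposed to compounds in qHTS concentration series for 72 h at 37 degrees C. Viability read by CellTiter-Glo luminescence; concentration-effect curves fitted after normalization and correction.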
HEK293 tox: cytotoxic in the GLP-1 receptor inverse agonist counter-screen | Potency, µM (series often up to 38.3 µM), without a hit: at the top dose activity change, negative = inhibition, actives largely listed as inhibitors | hit rate 0.13% among 410,000 | HEK293 cAMP-luciferase reporter cells, luminescence, 24 h;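 also: loss of luciferase light is scored as toxicity; potency is read from the fitted curve at half-maximal effect; % is scaled to controls: 0 for no effect and ±100 for the full control effect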
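Seeding density was 200 cells/uL; after overnight-length (12 h) culture, 23 nL compounds went on for 24 h at 37 °C. Readout used a luciferase detection reagent, luminescence taken after 12 min at room temperature.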
DRD3 antagonist: D3 dopamine receptor (human) antagonism; max response, negative = inhibition, %; P35462; hit rate 2.5% among 360,000; AID 652054; D3R cells, DiscoveRx beta-arrestin luminescence, antagonist mode; stronger effect = lower value; in the data active = max response below about -50%; inconclusive = no clear call, values can overlap the other calls; also: % is scaled to controls: 0 for no effect and ±100 for the full control effect; mostly tested at two doses, the higher about 12 µM
Target sequence (P35462 whole entry, looked up): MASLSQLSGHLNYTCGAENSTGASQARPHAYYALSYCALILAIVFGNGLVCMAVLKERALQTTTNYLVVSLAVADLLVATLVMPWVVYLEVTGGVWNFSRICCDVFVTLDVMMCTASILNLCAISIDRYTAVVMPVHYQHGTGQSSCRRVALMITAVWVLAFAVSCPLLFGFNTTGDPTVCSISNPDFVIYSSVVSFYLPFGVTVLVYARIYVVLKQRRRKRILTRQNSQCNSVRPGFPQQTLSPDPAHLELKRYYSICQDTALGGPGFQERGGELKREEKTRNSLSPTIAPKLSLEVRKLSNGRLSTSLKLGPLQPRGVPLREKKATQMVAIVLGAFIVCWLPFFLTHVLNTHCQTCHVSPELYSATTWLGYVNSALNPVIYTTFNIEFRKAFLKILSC
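Cells expressing the human receptor were seeded at 1500 cells/well, incubated overnight at 37 degrees C in 5% CO2, then exposed to library compounds with dopamine controls for 90 minutes at 37 degrees C before luminescent detection.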
TDP-43 yeast inh: inhibitors of TDP-43 toxicity in yeast; TDP-43 expressing yeast growth rescue, BacTiter-Glo, 24 h; Potency, µM (doses to about 46.1 µM), for inactives: top-dose growth rescue (activation), actives largely listed as activators; hit rate 1.8% among 410,000; AID 652104; also: potency is read from the fitted curve at half-maximal effect; % of control where 0% means no effect; nearly all actives have a fitted effect of over 50% in size
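Galactose-induced TDP-43 yeast, OD600=0.02, compound pinned; 24 hr, 30 deg C; BacTiter-Glo luminescence for growth. Inhibitors of TDP-43 toxicity read as activators.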
aSyn rescue: inhibitors of alpha-synuclein toxicity in yeast | Yeast expressing alpha-synuclein, growth rescue, BacTiter-Glo, 24 h | AID 652106 | Potency, µM (titrated, usually from 46.1 µM), without a hit: at the top dose growth rescue (activation), hits mostly activators | hit rate 0.14% among 370,000; also: potency is read from the fitted curve at half-maximal effect; % of control where 0% means no effect; nearly all actives have a fitted effect of over 65% in size
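Readout is rescue of growth in alpha-synuclein-expressing yeast, so inhibitors of toxicity appear as activators. Growth after 24 hr at 30 deg C in galactose medium is quantified by luminescence.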
PTHR1 ag: PTHR1 (human) receptor agonism; HEK293 GP2 PTHR1 cells, GloSensor cAMP luminescence, 1 h; Potency, µM (highest dose often 115 µM), inactives show at the top dose activation, usual class: activators; hit rate 0.075% among 410,000; AID 743266; also: potency is read from the fitted curve at half-maximal effect; nearly all actives have a fitted effect of over 55% in size; some results filed as inactive show a strong effect at the top dose; inactives centre near -15; many of its hits are not listed in these tables
Target sequence (Q03431 whole entry, looked up): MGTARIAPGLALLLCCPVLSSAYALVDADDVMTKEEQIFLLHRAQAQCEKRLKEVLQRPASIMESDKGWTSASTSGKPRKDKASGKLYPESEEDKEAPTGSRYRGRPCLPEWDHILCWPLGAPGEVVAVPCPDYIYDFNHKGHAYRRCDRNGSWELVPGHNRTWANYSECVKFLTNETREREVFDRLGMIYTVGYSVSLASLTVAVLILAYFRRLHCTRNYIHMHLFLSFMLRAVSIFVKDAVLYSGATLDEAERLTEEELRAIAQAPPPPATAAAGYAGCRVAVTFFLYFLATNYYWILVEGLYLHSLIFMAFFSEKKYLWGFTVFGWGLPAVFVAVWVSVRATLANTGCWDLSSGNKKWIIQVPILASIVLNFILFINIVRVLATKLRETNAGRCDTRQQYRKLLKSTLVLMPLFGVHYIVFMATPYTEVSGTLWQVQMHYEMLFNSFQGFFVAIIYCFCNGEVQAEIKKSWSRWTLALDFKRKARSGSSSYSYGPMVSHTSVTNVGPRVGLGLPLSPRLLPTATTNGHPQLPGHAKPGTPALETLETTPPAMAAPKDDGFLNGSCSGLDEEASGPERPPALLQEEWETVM
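HEK-293-derived GP2 cells expressing PTHR1 and a GloSensor cAMP reporter, 3,000/well, plated overnight, given luciferin plus IBMX (each 0.5 mM as added) for 1 h at 37 °C, then compound for 1 h at 37 °C. Luminescence was read after 15 min at room temperature.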
DRD3 agonist: activates the human D3 dopamine receptor. D3R DiscoveRx beta-arrestin cells, luminescence, 90 min. max activation, %. hit rate 0.58% among 410,000; in the data active = max activation above about 30%; also: 0% is about no effect; mostly tested at two doses, the higher about 12 µM
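Cells at 1500/well, incubated overnight, then treated with pinned compounds (dopamine as control) for 90 min at 37 degrees C. DiscoveRx reagent added for 30 - 60 minutes at room temperature; luminescence read.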
Numbers without * were called inactive; [ ] = another dose, or the depositor's remark. Unless noted, calls follow the shape of the dose curve; as a rule, active = well fitted curve in the direction sought with a large enough effect; inconclusive = small, poorly fitted or top-dose-only effect, or another doubt; inactive = no such curve, though single readings can be large; an effect the other way counts as inactive or inconclusive.

How did O=C(Nc1ccc(Cl)c(S(=O)(=O)N2CCOCC2)c1)C1CCCC1 do in these assays?
GLP-1R inv ag: inconclusive; GLP1R ag: 9%; KB-V1 cytotox: 3%; HEK293 tox: 4%; DRD3 antagonist: 12; TDP-43 yeast inh: 15%; aSyn rescue: 4%; PTHR1 ag: -34%; DRD3 agonist: -3

What do the screens show for `CCOc1ccccc1/C=N/n1nnnc1N`?
GLP-1R inv ag: 1%; GLP1R ag: 12%; KB-V1 cytotox: 29%; HEK293 tox: 4%; DRD3 antagonist: -23; TDP-43 yeast inh: 2%; aSyn rescue: -3%; PTHR1 ag: 0%; DRD3 agonist: -12

Results for CCN(Cc1ccccc1)c1nc2c(S(=O)(=O)c3ccccc3)nnn2c2ccc(Cl)cc12 ?
GLP-1R inv ag: 13%; HEK293 tox: 3%; TDP-43 yeast inh: 12%; aSyn rescue: -12%; PTHR1 ag: -4%; DRD3 agonist: -3

How did COc1ccc(S(=O)(=O)c2c(C(=O)c3ccc(C)c(C)c3)cnc3ccc(F)cc23)cc1 do in these assays?
GLP-1R inv ag: inconclusive; KB-V1 cytotox: 0%; HEK293 tox: -22%; TDP-43 yeast inh: 12%; PTHR1 ag: inactive; DRD3 agonist: -3

What do the screens show for `COc1cccc(C(=O)CSc2nc3ccccc3n2CC(=O)N(C(C)C)C(C)C)c1`?
GLP-1R inv ag: 6%; GLP1R ag: -8%; KB-V1 cytotox: 0%; HEK293 tox: -21%; DRD3 antagonist: -29; TDP-43 yeast inh: 28%; aSyn rescue: 3%; PTHR1 ag: -6%[57.5 µM]; DRD3 agonist: -8

What do the screens show for `Cc1ccc(-c2nnc(-c3ccc(NC(=O)c4ccco4)cc3)o2)cc1`?
GLP-1R inv ag: 1%; GLP1R ag: 32%; KB-V1 cytotox: -8%; HEK293 tox: 14%; DRD3 antagonist: -2; TDP-43 yeast inh: -4%; aSyn rescue: -5%; PTHR1 ag: -24%[57.5 µM]; DRD3 agonist: 3

Results for O=C(Nc1nccs1)c1ccc(Br)o1 ?
GLP-1R inv ag: 9%; GLP1R ag: 0%; KB-V1 cytotox: -10%; HEK293 tox: -5%; DRD3 antagonist: 11; TDP-43 yeast inh: 8%; aSyn rescue: -2%; PTHR1 ag: inactive; DRD3 agonist: 3

What do the screens show for `O=C(O)c1ccccc1C(=O)c1ccc2c(c1)N(Cc1ccc(Cl)c(Cl)c1)C(=O)CO2`?
GLP-1R inv ag: inconclusive; GLP1R ag: 9%; KB-V1 cytotox: inconclusive; HEK293 tox: 1%; DRD3 antagonist: -5; TDP-43 yeast inh: -10%; aSyn rescue: 20%; PTHR1 ag: -28%; DRD3 agonist: -12

What do the screens show for `O=C(Nc1nc2ccccc2[nH]1)c1cccs1`?
GLP-1R inv ag: -10%; GLP1R ag: -4%; KB-V1 cytotox: 0%; HEK293 tox: -14%; DRD3 antagonist: 1; TDP-43 yeast inh: -5%; aSyn rescue: -8%; PTHR1 ag: -26%; DRD3 agonist: -1

What do the screens show for `Cc1ccccc1-c1nnn(CC(=O)NC(=O)NC2CCCC2)n1`?
GLP-1R inv ag: inconclusive; GLP1R ag: -2%; HEK293 tox: -12%; DRD3 antagonist: -14; TDP-43 yeast inh: 13%; aSyn rescue: 7%; PTHR1 ag: inactive; DRD3 agonist: 0

What do the screens show for `O=C(CCS(=O)(=O)c1cccs1)N1CCN(c2ccc(F)cc2)CC1`?
GLP-1R inv ag: 15%; GLP1R ag: -7%; KB-V1 cytotox: -19%; HEK293 tox: 1%; DRD3 antagonist: 23; TDP-43 yeast inh: 15%; aSyn rescue: -1%; PTHR1 ag: -14%; DRD3 agonist: 0

How did COc1ccc(C(=O)OCC(=O)NCCCc2ccccc2)c(OC)c1 do in these assays?
GLP-1R inv ag: 31%[activator]; GLP1R ag: 18%; KB-V1 cytotox: 1%; HEK293 tox: -12%; DRD3 antagonist: -1; TDP-43 yeast inh: 25%; aSyn rescue: 11%; PTHR1 ag: -9%; DRD3 agonist: -1

Results for CCN(CC)CCN1C(=O)/C(=C\c2ccc(Cl)c([N+](=O)[O-])c2)SC1=Nc1ccc(OC)cc1 ?
GLP-1R inv ag: inconclusive; GLP1R ag: -4%; KB-V1 cytotox: -20%; HEK293 tox: inconclusive; DRD3 antagonist: -102*; TDP-43 yeast inh: -5%; aSyn rescue: 1%; PTHR1 ag: -26%; DRD3 agonist: -26

How did Cc1ccc(-n2[nH]c(=O)c3cccnc32)cc1 do in these assays?
GLP-1R inv ag: -4%; GLP1R ag: -2%; KB-V1 cytotox: -11%; HEK293 tox: 4%; DRD3 antagonist: -6; TDP-43 yeast inh: -14%; aSyn rescue: -7%; PTHR1 ag: -11%[57.5 µM]; DRD3 agonist: -26

What do the screens show for `Cc1cc(C)cc(OCC(=O)Nc2nc(-c3cccnc3)cs2)c1`?
GLP-1R inv ag: -7%; GLP1R ag: 4%; KB-V1 cytotox: -14%; HEK293 tox: 4%; DRD3 antagonist: -24; TDP-43 yeast inh: 10%; aSyn rescue: 3%; PTHR1 ag: -12%; DRD3 agonist: 3

How did Cc1nn(C)cc1C(=O)NNC(=S)Nc1ccccc1 do in these assays?
GLP-1R inv ag: 13%; GLP1R ag: 10%; KB-V1 cytotox: 11%; HEK293 tox: 78%[activator]; DRD3 antagonist: -28; TDP-43 yeast inh: -4%; aSyn rescue: -3%; PTHR1 ag: inactive; DRD3 agonist: -19

Results for CC(=O)Cc1nsc(NC(=O)c2ccc(-c3ccc(Cl)cc3Cl)o2)n1 ?
GLP-1R inv ag: -8%; GLP1R ag: -12%; KB-V1 cytotox: 9%; HEK293 tox: 4%; DRD3 antagonist: 23; TDP-43 yeast inh: 12%; aSyn rescue: 4%; PTHR1 ag: -32%[inhibitor][57.5 µM]; DRD3 agonist: 4

How did Cc1c(O)ccc(-c2n[nH]c(C(=O)O)c2-c2nc3ccccc3s2)c1O do in these assays?
GLP-1R inv ag: 7%; GLP1R ag: -1%; KB-V1 cytotox: 20%; HEK293 tox: 5%; DRD3 antagonist: 3; TDP-43 yeast inh: 0%; aSyn rescue: -26%; PTHR1 ag: -13%; DRD3 agonist: -6

Results for CCN(CC)S(=O)(=O)c1cccc(NC(=S)NC(=O)/C=C/c2ccc(S(=O)(=O)N3CCOCC3)cc2)c1 ?
GLP-1R inv ag: 10%; GLP1R ag: 4%; KB-V1 cytotox: 26%; HEK293 tox: -5%; DRD3 antagonist: inconclusive; TDP-43 yeast inh: -2%; aSyn rescue: -6%; PTHR1 ag: -28%; DRD3 agonist: -15

What do the screens show for `Cn1c(SCC(=O)NC2CCCCC2)nnc1-c1ccccc1O`?
GLP-1R inv ag: -31%; GLP1R ag: -6%; KB-V1 cytotox: inconclusive; HEK293 tox: -27%; DRD3 antagonist: 0; TDP-43 yeast inh: 22%; aSyn rescue: 1%; PTHR1 ag: inactive; DRD3 agonist: -2

What do the screens show for `COC(C(=O)Nc1ccnn1C1CCN(Cc2cnn(C(C)C)c2)CC1)c1ccccc1` (stereo not drawn)?
GLP-1R inv ag: 15%; GLP1R ag: -5%; KB-V1 cytotox: inconclusive; HEK293 tox: -7%; DRD3 antagonist: -6; TDP-43 yeast inh: -16%; aSyn rescue: 0%; PTHR1 ag: inactive; DRD3 agonist: 1

Results for O=C(CCN=C1NS(=O)(=O)c2ccccc21)NCc1ccccc1F ?
GLP-1R inv ag: 15%; GLP1R ag: -10%; KB-V1 cytotox: 17%; HEK293 tox: 3%; DRD3 antagonist: 23; TDP-43 yeast inh: -12%; aSyn rescue: 1%; PTHR1 ag: -21%; DRD3 agonist: -15

What do the screens show for `CC(CNCc1ccc2c(c1)OCO2)NCc1ccc2c(c1)OCO2` (stereo not drawn)?
GLP-1R inv ag: -7%; GLP1R ag: 9%; KB-V1 cytotox: -3%; HEK293 tox: 8%; DRD3 antagonist: 11; TDP-43 yeast inh: 8%; aSyn rescue: 4%; PTHR1 ag: -19%; DRD3 agonist: -7

What do the screens show for `O=C(NC1CCCCC1)/C(=N\O)c1ccccn1`?
GLP-1R inv ag: 5%; GLP1R ag: 5%; KB-V1 cytotox: -3%; HEK293 tox: 20%; DRD3 antagonist: 8; TDP-43 yeast inh: -4%; aSyn rescue: -7%; PTHR1 ag: inactive; DRD3 agonist: 0

Results for CCC(C)(C)n1nnnc1C(c1ccc(C)cc1)N1CCN(Cc2ccc3c(c2)OCO3)CC1 (stereo not drawn) ?
GLP-1R inv ag: -9%; GLP1R ag: -1%; KB-V1 cytotox: inconclusive; HEK293 tox: 3%; DRD3 antagonist: -70*; TDP-43 yeast inh: 18%; aSyn rescue: 7%; PTHR1 ag: inactive; DRD3 agonist: 2

What do the screens show for `O=S(=O)(c1cccc2nsnc12)N1CCCC1`?
GLP-1R inv ag: 0%; GLP1R ag: 15%; KB-V1 cytotox: 0%; HEK293 tox: 8%; DRD3 antagonist: 15; TDP-43 yeast inh: -6%; aSyn rescue: 1%; PTHR1 ag: -12%[57.5 µM]; DRD3 agonist: 0

Results for CC(=O)c1c(NCCc2ccccc2)cc(C)oc1=O ?
GLP-1R inv ag: 17%; GLP1R ag: 15%; KB-V1 cytotox: inconclusive; HEK293 tox: 2%; DRD3 antagonist: 18; TDP-43 yeast inh: -5%; aSyn rescue: 1%; PTHR1 ag: -5%; DRD3 agonist: 6

What do the screens show for `N#Cc1cnn(-c2ccccc2)c1NC(=O)CN1CCOCC1`?
GLP-1R inv ag: -4%; GLP1R ag: -1%; KB-V1 cytotox: -6%; HEK293 tox: -5%; DRD3 antagonist: -27; TDP-43 yeast inh: -32%; aSyn rescue: -2%; PTHR1 ag: -12%; DRD3 agonist: -7

How did CC(=O)OCC(=O)Nc1ccccc1C do in these assays?
GLP-1R inv ag: 12%; GLP1R ag: -2%; KB-V1 cytotox: 3%; HEK293 tox: -5%; DRD3 antagonist: 0; TDP-43 yeast inh: -5%; aSyn rescue: 5%; PTHR1 ag: inactive; DRD3 agonist: 1

A portion of the library. The share of hits here may be higher or lower than overall.
